# Screens (PubChem)
# AID2073: inhibitors of Mint1-CaV2.2 protein interaction, biochemical, HTRF (AID 2073). Voltage-dependent N-type calcium channel subunit alpha-1B (Homo sapiens). HTRF protein-protein interaction, Mint1-CaV2.2; higher % means a stronger effect. one-dose inhibition, % at 20 µM; IC50 in µM for titrated hits. 290,000 compounds, 0.19% hits; in the data active means inhibition mostly above about 51%, no sharp cut-off; further: some results filed as inactive read as strong as hits
# LYP inhibition: inhibitors of LYP phosphatase, biochemical, fluorescence intensity, uHTS (AID 1779); recombinant LYP phosphatase, fluorescence intensity; higher % means a stronger effect; one-dose inhibition, % at 11.5 µM; IC50 in µM for titrated hits; 290,000 compounds, 0.054% hits; in the data active means inhibition above about 50%;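 further: plate controls were vehicle with enzyme for no effect and no enzyme for full effect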
# SIAH1 antagonists: Siah-1 peptide-binding antagonists, primary screen, biochemical, fluorescence polarization, rhodamine-plectin, uHTS (AID 1817) | 290,000 compounds, 0.02% hits | Siah-1 / rhodamine-plectin peptide fluorescence polarization; higher % means a stronger effect | E3 ubiquitin-protein ligase SIAH1 (Homo sapiens) | one-dose displacement, % at 20 µM; IC50 in µM for titrated hits;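 active means displacement of at least 50% at 20 µM, with a fluorescence ratio check between 0.3 and a set limit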;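 further: plate controls were Siah plus tracer with DMSO for no effect and tracer alone without Siah for full effect; strong numbers were not always called active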
# NS5 inhibitors: Dengue-2 NS5 methyltransferase inhibitors, primary screen, biochemical, confirmation dose response (AID 588689) | Dengue-2 NS5 methyltransferase capping enzyme assay, biochemical; higher % means a stronger effect | one-dose inhibition, % at 25 µM; IC50 in µM for titrated hits | 340,000 compounds, 0.3% hits | Genome polyprotein (Dengue virus type 2 (strain 16681-PDK53)); in the data active means a potency from the dose series
# RSV CPE inhibition: RSV antiviral activity via CPE protection, HEp-2 cells, primary 10 µM value included (AID 2391); CPE inhibition, % at 10 µM; hits with a dose series show IC50 in µM; HEp-2 cells, RSV-induced CPE inhibition; higher % means a stronger effect; 310,000 compounds, 0.13% hits; in the data active means a potency from the dose series; further: strong numbers were not always called active
# Rac1 GTP hydrolysis: MgcRacGAP GTPase-activating activity inhibitors, confirmation, biochemical, ADP Hunter fluorescence; inhibition, % at 30 µM; hits with a dose series show IC50 in µM; 340,000 compounds, 0.6% hits; Rac GTPase-activating protein 1 (Homo sapiens); MgcRacGAP-stimulated Rac1 GTP hydrolysis, ADP Hunter fluorescence; higher % means a stronger effect; GST-tagged Rac1 F28L mutant substrate;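 active means first-screen hits whose inhibition reached a set limit at any dose in the follow-up dose series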;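 further: fluorescence reports GDP produced by GAP-driven GTP hydrolysis; strong numbers were not always called active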
# HIV fusion peptide: inhibitors of HIV fusion peptide binding, primary screen, biochemical, uHTS, fluorescence dequenching (AID 1986); 290,000 compounds, 0.3% hits; cell-free peptide binding, fluorescence dequenching, 30 min; higher % means a stronger effect; inhibition, % at 20 µM, or IC50 in µM where a hit was titrated; in the data active means inhibition mostly above about 52%, no sharp cut-off; inactive means mostly below about 76%; further: some results filed as inactive read as strong as hits
# Large T inhibition: SV40 large T antigen inhibitors, biochemical (AID 1903) | 310,000 compounds, 0.39% hits | SV40 large T antigen ATPase/helicase inhibition assay; higher % means a stronger effect | inhibition, % at 20 µM, or IC50 in µM where a hit was titrated; in the data active means a potency from the dose series; further: strong numbers were not always called active
# XIAP antagonists: XIAP antagonists, biochemical, IAP family, fluorescence polarization (AID 1018) | displacement, % at 20 µM, or IC50 in µM where a hit was titrated | 200,000 compounds, 0.007% hits | XIAP BIR domain, fluorescence polarization peptide displacement; higher % means a stronger effect | E3 ubiquitin-protein ligase XIAP (Homo sapiens); in the data active means displacement above about 50%; further: a part of the inactive calls stands beside numbers as strong as those of hits
# NS5 inhibitors pilot replicate: second read-out of NS5 inhibitors, no call of its own (marks repeat the call); inhibition, %; measured here: pilot screen replicate inhibition
# Starred values were filed as active, the others as inactive; . = not tested or not shown.
SMILES,AID2073,LYP inhibition,SIAH1 antagonists,NS5 inhibitors,RSV CPE inhibition,Rac1 GTP hydrolysis,HIV fusion peptide,Large T inhibition,XIAP antagonists,others
O=C(O)c1cccc(Nc2cc(Cl)c3nonc3c2[N+](=O)[O-])c1,-14.0%,3.7%,43.5%,10.7µM*,2.6%,12.3%,0.1%,20.1%,10.7%,
CC(C)(C)c1ccc(S(=O)(=O)N2CCCC2C(=O)N2CCOCC2)cc1 (configuration not stated),-15.2%,-3.1%,0.6%,.,-1.2%,.,-0.6%,4.5%,-2.5%,
Cc1cc(C(=O)NCc2ccc3c(c2)OCO3)c(C)o1,-19.1%,-5.7%,-1.1%,-7.0%,1.5%,13.7%,-1.6%,6.9%,.,
C/C(=N/NS(=O)(=O)c1ccc(C)cc1)c1ccc2c(c1)OCO2,5.3%,-7.4%,5.8%,0.0%,3.7%,4.7%,1.7%,19.5%,.,
O=C(NC1CCCN(CCc2ccccc2)C1)C1CCCC1 (configuration not stated),-7.9%,3.5%,6.0%,4.7%,0.9%,8.6%,0.7%,24.6%,.,
CCN1CCN(C(c2cccs2)C(C)NC(=S)NC2CCCCC2)CC1 (configuration not stated),4.9%,-2.9%,-4.0%,-7.7%,-2.2%,5.0%,0.8%,16.2%,.,
CC(C)(C)c1csc(NC(=O)CS(=O)(=O)c2ccccc2)n1,3.6%,-0.9%,0.3%,-12.5%,3.1%,5.2%,1.5%,7.7%,.,
NNC(=O)c1sc2cc(C(F)(F)F)cnc2c1-c1cccs1,3.5%,-2.5%,5.1%,.,8.2%,.,-3.2%,7.8%,-3.2%,
Cc1cc(C)n2nc(SCc3cc(=O)oc4cc(C)c(C)cc34)nc2n1,1.9%,-4.7%,-0.8%,.,1.1%,.,-0.1%,5.7%,-5.0%,
Cc1cc2c(cc1S(N)(=O)=O)S(=O)(=O)CCC2,.,.,.,-0.7%,0.1%,1.3%,.,-0.6%,.,
COc1ccc(-c2csc(NC(=S)NC(=O)c3cccs3)n2)cc1OC,63.2%,10.2%,-3.5%,-5.1%,.,9.2%,6.3%,7.5%,-2.7%,
COc1cccc(C2CC(c3ccccc3)=NN2S(=O)(=O)c2ccc(C)cc2)c1OC (configuration not stated),27.0%,3.3%,1.3%,15.6%,9.6%,0.6%,7.3%,3.8%,-66.7%,
CC(C)NC(=S)N1CCN(C/C=C/c2ccccc2)CC1,-14.6%,-7.5%,-2.9%,-5.1%,-0.5%,-3.4%,0.6%,4.7%,-4.4%,
CN(CCCC(=O)Nc1ccncc1)S(=O)(=O)c1ccc(Cl)cc1,5.4%,-6.0%,-3.7%,2.3%,1.7%,6.1%,-0.1%,3.3%,-6.3%,
C#Cc1ccc([C@@H]2C=C(C(=O)O)O[C@H](OCCCCO)C2)cc1,13.0%,1.3%,3.3%,3.5%,1.0%,8.7%,14.6%,12.7%,-8.5%,
CC1=C(C)CC(C(=O)Nc2nc(C)cs2)C(C(=O)O)C1 (configuration not stated),6.0%,-5.7%,5.7%,.,1.2%,9.9%,1.3%,15.1%,.,
C=CCNC(=O)/C(=C\c1ccc(OC)cc1)NC(=O)c1ccc([N+](=O)[O-])cc1,-0.8%,-2.3%,-1.9%,-0.9%,0.8%,11.7%,4.5%,2.5%,-8.9%,
COc1cc(CNc2ccc(N3CCN(C(C)=O)CC3)cc2)ccc1OCc1ccc(F)cc1,-2.6%,-2.0%,2.0%,.,-1.9%,28.5%,-0.3%,19.5%,-1.7%,
COC(=O)CSCC(=O)Nc1nnc(-c2cccc(C)c2)s1,-8.0%,5.0%,3.8%,-2.6%,1.7%,5.7%,-1.5%,9.6%,-7.2%,
Clc1ccc(COc2ccccc2CNCc2cccnc2)cc1,17.4%,-5.8%,4.4%,0.0%,13.4%,4.5%,-0.1%,-0.2%,-1.9%,
O=C(CC(Cc1ccccc1)C(=O)O)Nc1ccc(Cl)c(Cl)c1 (configuration not stated),1.9%,-1.6%,12.5%,-3.3%,2.7%,0.8%,4.1%,10.0%,.,
COc1ccc(S(=O)(=O)N2CCOCC2)cc1NC(=O)CSc1n[nH]c(C(C)C)n1,5.0%,-9.6%,1.8%,-1.5%,-0.3%,5.5%,-0.9%,4.0%,-7.9%,
COc1ccccc1OCC(=O)Nc1c2c(nn1-c1ccccc1)CS(=O)(=O)C2,7.8%,-8.1%,-3.3%,-8.4%,1.7%,7.6%,-0.2%,6.3%,.,
CC(=O)Nc1cc(O)cc(O)c1,6.2%,-5.1%,10.7%,-9.5%,1.5%,10.1%,-0.7%,10.4%,.,
O=C(N/N=C1\CCCc2ccccc21)c1cccc(Br)c1,-12.7%,-1.5%,8.0%,-14.8%,4.6%,7.7%,0.2%,8.5%,-2.9%,

# In the list so far, 4 contain a Cl atom:
SMILES,AID2073,LYP inhibition,SIAH1 antagonists,NS5 inhibitors,RSV CPE inhibition,Rac1 GTP hydrolysis,HIV fusion peptide,Large T inhibition,XIAP antagonists,others
O=C(O)c1cccc(Nc2cc(Cl)c3nonc3c2[N+](=O)[O-])c1,-14.0%,3.7%,43.5%,10.7µM*,2.6%,12.3%,0.1%,20.1%,10.7%,
CN(CCCC(=O)Nc1ccncc1)S(=O)(=O)c1ccc(Cl)cc1,5.4%,-6.0%,-3.7%,2.3%,1.7%,6.1%,-0.1%,3.3%,-6.3%,
Clc1ccc(COc2ccccc2CNCc2cccnc2)cc1,17.4%,-5.8%,4.4%,0.0%,13.4%,4.5%,-0.1%,-0.2%,-1.9%,
O=C(CC(Cc1ccccc1)C(=O)O)Nc1ccc(Cl)c(Cl)c1 (configuration not stated),1.9%,-1.6%,12.5%,-3.3%,2.7%,0.8%,4.1%,10.0%,.,

# Next section.
SMILES,AID2073,LYP inhibition,SIAH1 antagonists,NS5 inhibitors,RSV CPE inhibition,Rac1 GTP hydrolysis,HIV fusion peptide,Large T inhibition,XIAP antagonists,others
Cc1noc(NC(=O)c2ccc(F)cc2)c1C#N,2.8%,-0.6%,-4.2%,-8.3%,0.5%,8.1%,2.6%,1.4%,-3.2%,
CC(=O)c1c(C)[nH]c(C(=O)N2CCN(C(=O)c3ccco3)CC2)c1C,31.8%,-0.5%,-1.5%,8.1%,1.1%,11.5%,0.4%,8.2%,-7.8%,
O=C1COc2ccc(C(=O)COC(=O)/C=C/c3cccc(F)c3)cc2N1,31.8%,-5.8%,-3.0%,-4.0%,1.1%,11.6%,-1.2%,2.1%,.,
CCOC(=O)C1(CC2CCCCO2)CCN(Cc2nccn2-c2ccc(OC)cc2)CC1 (configuration not stated),5.7%,-3.2%,2.9%,-8.6%,-0.5%,7.8%,1.0%,-5.5%,3.6%,
Cc1ccc(C(=O)NNC2=NC(C)(C)Cc3ccccc32)cc1,21.9%,-4.7%,11.5%,6.2%,1.3%,3.6%,-0.5%,13.5%,.,
CC1CCCC(NC(=S)NC(=O)c2cncc(Br)c2)C1C (configuration not stated),-0.9%,5.6%,0.7%,-2.9%,1.9%,8.6%,-1.9%,8.6%,-5.8%,
CC(OC(=O)C1CC(O)CN1S(=O)(=O)c1ccccc1[N+](=O)[O-])C(=O)N1CCCCC1 (configuration not stated),0.3%,-3.3%,-3.4%,-1.8%,2.0%,-13.1%,0.3%,20.0%,-7.5%,
Cc1cccc(OCC(=O)N2CCCc3ccccc32)c1,-7.3%,1.5%,4.7%,0.0%,2.8%,-0.6%,-0.9%,.,-8.7%,
Cc1ccc(NC(=S)Nc2c(C)n(C)n(-c3ccccc3)c2=O)cc1Cl,13.4%,-7.1%,-6.6%,-5.2%,2.0%,-8.1%,-1.4%,11.3%,-0.7%,
O=C(CN1CCOCC1)Nc1ccc(OC(F)(F)F)cc1,19.3%,-8.0%,2.1%,-1.3%,-1.9%,29.5%,-0.6%,4.9%,.,NS5 inhibitors pilot replicate=2.8
O=C(O)CCC(=O)Nc1ccc(C(=O)OCC(=O)c2ccc(Cl)cc2Cl)cc1,-7.9%,-8.1%,6.0%,6.6%,3.8%,3.5%,7.0%,11.0%,-7.7%,
Cc1ccc(N2C(=O)CC(N3CCN(S(=O)(=O)c4ccccc4)CC3)C2=O)c(C)c1 (configuration not stated),3.6%,-8.4%,2.4%,-1.0%,0.7%,5.5%,1.6%,8.7%,.,
CCNc1nc(Cl)nc(N(NC(C)=O)C(C)CC)n1 (configuration not stated),4.5%,-8.1%,0.6%,-8.9%,0.5%,3.0%,1.5%,8.2%,-7.3%,
CN(CP(=O)(O)CCc1ccccc1)S(C)(=O)=O,-5.5%,-11.9%,4.2%,-3.5%,1.6%,4.0%,-2.2%,15.7%,-0.1%,
CCOc1ccc2nc(N3C(=O)CNC3=S)sc2c1,20.0%,-2.0%,-7.2%,-7.0%,9.7%,5.0%,-0.4%,5.9%,.,
O=C(CCc1ccccc1)N=C1SC2CS(=O)(=O)CC2N1c1ccccc1F (configuration not stated),3.7%,-11.5%,3.1%,-0.9%,0.5%,8.3%,-0.3%,15.7%,.,
Cc1nonc1NC(=O)CSc1nnc(N)s1,4.1%,-3.2%,2.5%,-4.1%,1.8%,8.1%,1.4%,5.5%,.,
CCOc1ncccc1C(=O)N1CCN(S(=O)(=O)c2ccccc2)CC1,-12.5%,1.9%,-1.1%,4.5%,1.5%,-6.9%,-0.2%,-6.5%,-4.2%,
COc1cc(C(=O)N(CCN(C)C)CC2CCCN(Cc3ccccc3F)C2)ccc1C (configuration not stated),-3.2%,-5.6%,-3.1%,-2.9%,-1.1%,7.1%,-0.4%,-1.8%,.,
Cc1cccc2cc(CN(CC3CCCO3)C(c3nnnn3Cc3ccco3)C(C)C)c(=O)[nH]c12 (configuration not stated),-14.0%,0.6%,-1.5%,-7.0%,58.2%,17.7%,-0.5%,11.3%,-2.8%,
O=C(Nc1ccc2c(c1)OCCO2)C(=S)NCc1ccccc1,-8.2%,0.7%,0.3%,-5.8%,10.3%,3.3%,-2.2%,8.1%,-10.8%,
O=C1NCCN1CCNS(=O)(=O)c1ccc(F)c(Cl)c1,2.2%,-2.2%,-2.5%,10.1%,-0.2%,8.2%,-1.1%,6.5%,.,
COC(=O)/C(=C\c1cccnc1)NC(=O)c1ccc(OCc2ccccc2)cc1,-8.1%,-4.8%,-1.6%,-6.4%,-0.6%,1.5%,-0.3%,1.5%,.,
Cc1c(C(=O)NCC2CCCO2)oc2ccc(S(=O)(=O)N3CCCC3)cc12 (configuration not stated),-1.1%,-3.3%,5.3%,-14.6%,2.1%,1.6%,0.9%,-2.3%,-3.1%,
CCOc1ccc(Cc2onc3c2C(=O)CCC3)cc1OCC,-9.6%,-3.8%,3.9%,-2.3%,6.1%,2.2%,-0.3%,8.8%,-14.8%,
O=C(CCN1C(=O)C2C3CCC(C3)C2C1=O)Nc1cccc(Cl)c1 (configuration not stated),11.6%,-8.4%,-1.7%,-7.4%,0.1%,6.6%,2.2%,-5.8%,.,
CC(C)Cc1nnc(NS(=O)(=O)c2ccc([N+](=O)[O-])cc2)s1,-2.6%,-7.7%,3.6%,9.7%,2.4%,1.5%,3.3%,5.8%,.,
N/C(=N\OC(=O)c1cc(Br)ccc1Cl)c1cccnc1,-3.2%,-5.3%,12.1%,-0.8%,7.2%,7.0%,1.6%,4.9%,-2.5%,
